ALOX12 inhib – qHTS Assay for Inhibitors of 12-hLO (12-human lipoxygenase); purified 12-hLO, xylenol orange hydroperoxide absorbance; AID 1452, 2008; Potency, µM (doses to about 57.1 µM), for inactives: at the top dose activity change, negative = inhibition, actives largely listed as inhibitors; 150,000 tested, 0.12% active; note: potency is the fitted concentration of half-maximal effect; nearly all actives have a fitted effect of over 55% in size; many of its hits are not listed in these tables
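Lipoxygenase turnover measured by absorbance at 573 and 405 nm after Fe-XO development. Human 12hLO 150 nM, arachidonate 40 uM, pH 7.0 Hepes buffer with detergent; 15 min compound preincubation, 30 min reaction.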
IMPase cell inh – qHTS Assay for Identifying the Cell-Membrane Permeable IMPase Inhibitors. Inositol monophosphatase 1 (Rattus norvegicus), P97697. CHO-M1 cells, IP1 accumulation, HTRF TR-FRET ratio. inhibition (IP1 accumulation), % at 46.1 µM. 120,000 tested, under 10 active. AID 901, 2007; active = well fitted curve in the direction sought with a large enough effect in the signal ratio, not every such curve was filed as active; inconclusive = small, poorly fitted or top-dose-only effect, or a change in a side signal; inactive = no such curve, though single readings can be large or run the other way; the % refers to the signal ratio;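 note: cells stimulated with carbachol in lithium chloride buffer; plate controls were DMSO basal wells for no effect and reference inhibitor wells for full effect; higher means more IMPase inhibition seen as more IP1 and lower FRET ratio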
Target sequence (P97697 whole entry, looked up): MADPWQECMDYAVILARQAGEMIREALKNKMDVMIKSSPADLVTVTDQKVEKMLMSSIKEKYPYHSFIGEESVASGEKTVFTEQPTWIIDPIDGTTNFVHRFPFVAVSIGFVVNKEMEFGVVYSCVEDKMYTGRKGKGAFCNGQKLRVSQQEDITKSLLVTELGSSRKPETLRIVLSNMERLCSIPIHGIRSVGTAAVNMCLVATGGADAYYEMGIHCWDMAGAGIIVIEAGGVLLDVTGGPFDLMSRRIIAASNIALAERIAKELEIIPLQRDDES
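The IP-One HTRF competitive assay in carbachol-stimulated CHO-M1 cells quantifies cellular IP1. Compounds spanned up to 46 uM final, and activity is expressed as AC50 from concentration-response fits of the ratio and donor data.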
15-hLO-2 inh – qHTS Assay for Inhibitors of 15-hLO-2 (15-human lipoxygenase 2). Polyunsaturated fatty acid lipoxygenase ALOX15B (Homo sapiens), O15296. purified 15hLO-2, xylenol orange hydroperoxide absorbance. Potency, µM (doses to about 57.1 µM), for the others: at the highest dose activity change, negative = inhibition, usual class: inhibitors. 110,000 tested, 0.56% active. AID 881, 2007; note: potency is the fitted concentration of half-maximal effect; nearly all actives have a fitted effect of over 60% in size; many of its hits are not listed in these tables
Target sequence (O15296 whole entry, looked up): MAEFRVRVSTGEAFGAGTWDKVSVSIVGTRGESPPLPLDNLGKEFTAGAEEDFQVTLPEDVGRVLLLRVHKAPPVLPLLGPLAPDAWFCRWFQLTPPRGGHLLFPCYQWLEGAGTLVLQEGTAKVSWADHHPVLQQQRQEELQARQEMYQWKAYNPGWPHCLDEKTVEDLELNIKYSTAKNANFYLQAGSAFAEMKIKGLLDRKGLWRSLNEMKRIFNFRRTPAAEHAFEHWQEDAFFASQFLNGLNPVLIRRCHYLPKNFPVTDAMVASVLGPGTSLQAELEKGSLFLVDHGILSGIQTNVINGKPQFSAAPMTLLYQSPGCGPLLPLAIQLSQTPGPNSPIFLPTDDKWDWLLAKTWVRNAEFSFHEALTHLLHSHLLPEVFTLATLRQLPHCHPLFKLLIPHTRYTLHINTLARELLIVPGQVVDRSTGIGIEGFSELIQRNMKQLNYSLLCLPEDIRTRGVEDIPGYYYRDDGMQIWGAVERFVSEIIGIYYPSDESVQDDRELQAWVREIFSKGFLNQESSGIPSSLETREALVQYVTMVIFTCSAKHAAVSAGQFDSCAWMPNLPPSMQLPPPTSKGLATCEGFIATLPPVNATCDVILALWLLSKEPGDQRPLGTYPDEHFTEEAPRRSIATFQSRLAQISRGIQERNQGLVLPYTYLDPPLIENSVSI
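Purified human 15hLO-2 (50 nM final) preincubated with compounds 15 min at room temperature in 25 mM Hepes pH 7.5, 0.01% Triton X-100, then 45 uM arachidonic acid added for 90 min; hydroperoxide detected via ferrous/xylenol orange, 573/405 nm absorbance ratio.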
PNC assembly inh – High Content Assay for Compounds that inhibit the Assembly of the Perinucleolar Compartment; PC3M PTB-GFP, PNC prevalence imaging, 16 h; hits give low values; activity change (PNC), negative = inhibition, % at 10 µM; 140,000 tested, 3.1% active;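 active = readout at or below -70, meaning at least 70% loss of cells showing the perinucleolar compartment, a nuclear body marking cancer cells; inconclusive = readout between -30 and a set limit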;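 note: plate controls were DMSO wells for no effect and camptothecin positive control wells for full effect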
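PC3M cells stably expressing PTB-GFP, 750–1000 cells/well, treated 16 h at 37 °C with compound (23 nl of library stock), in duplicate. After paraformaldehyde fixation and Hoechst stain, imaged at 20x; PNC prevalence scored by image analysis.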
Numbers without * were called inactive; ? = inconclusive; . = no result given; [ ] = remark or other dose. Unless noted, calls come from the whole dose curve; as a rule, active = well fitted curve in the direction sought with a large enough effect; inconclusive = small, poorly fitted or top-dose-only effect, or another doubt; inactive = no such curve, though single readings can be large; an effect the other way counts as inactive or inconclusive. Unless noted, % is set by controls: 0 for no effect and ±100 for the full control effect.

ALOX12 inhib	IMPase cell inh	15-hLO-2 inh	PNC assembly inh	Structure
-20%	8	-19%	-20	CCOc1cc(-c2cc(-c3ccccc3)nc(N)c2C#N)ccc1O
-7%	4	4%	21	COc1ccc(NC(=O)CSc2nnc(-c3ccccn3)n2N)cc1
3%[11.4 µM]	.	-4%[11.4 µM]	.	C[N+](C)(C)CCCSc1nc2ccccc2[nH]1
-3%	.	.	11	CC(=O)Nc1ccc(C(=O)Nc2nc(-c3cc(C)n(Cc4ccccc4)c3C)cs2)cc1
-5%	-5	-12%	?	COc1cccc(Cn2nnc3c(=O)[nH]c(C4CCCN(C(=O)c5ccccc5Cl)C4)nc32)c1 (stereo not drawn)
8%	-10	-1%	?	O=C1CC(c2ccccc2)n2nc(NS(=O)(=O)c3ccccc3)nc2N1 (stereo not drawn)
-1%	.	.	11	Cc1sc(N)c(C#N)c1C
5%	-26	-5%	?	CCCn1c(=O)c2c(C(F)(F)F)cc(-c3ccco3)nc2n(CCC)c1=O
-6%	-4	-1%	43	COC(=O)CCSc1nccn1Cc1ccccc1
5%	2	2%	?	COc1ccc(-c2noc(-c3ccccc3Cl)n2)cc1OC
-1%	.	.	-22	Cc1cccc(NC(=S)NCc2ccncc2)c1C
4%	4	.	?	O=C1c2ccccc2NC(c2ccccc2Br)N1CCCN1CCOCC1 (stereo not drawn)
-4%	8	-2%	-5	O=C(Cn1c(-c2ccc(Cl)cc2)noc1=O)N1CCN(c2ccccc2F)CC1
-3%	?	-11%	17	COC(=O)CSc1nc(C(C)C)nc2ccccc12
-3%	11	0%	1	CCC(C)(C)NC(=O)C(c1cccn1C)N(C(=O)Cn1nnc2ccccc21)c1ccc(F)cc1 (stereo not drawn)
-1%	.	.	36	COc1cc(/C=N/OCC(=O)Nc2cc(C)on2)ccc1OCc1ccccc1
-2%	5	0%	?	O=C(O)CCCC(=O)NCCCCc1ccccc1
-3%	.	1%	.	CN(C)Cc1ccccc1-c1cc(N(C)C)ncn1
-18%	5	-2%	?	COc1ccccc1-n1c(SCC(=O)N2CCCCC2)nnc1-c1ccccc1O
-3%	6	.	-100*	CN(C(=O)c1ccc2c(=O)n3c(nc2c1)CCCCC3)c1ccccc1

Entries of single compounds from above:
COc1cc(/C=N/OCC(=O)Nc2cc(C)on2)ccc1OCc1ccccc1 in the list: ALOX12 inhib = -1%; IMPase cell inh = .; 15-hLO-2 inh = .; PNC assembly inh = 36
O=C(Cn1c(-c2ccc(Cl)cc2)noc1=O)N1CCN(c2ccccc2F)CC1 in the list: ALOX12 inhib = -4%; IMPase cell inh = 8; 15-hLO-2 inh = -2%; PNC assembly inh = -5

The results go on.
ALOX12 inhib	IMPase cell inh	15-hLO-2 inh	PNC assembly inh	Structure
-2%	-2	.	25	COc1ccc2c(COC(=O)CNC(=O)C34CC5CC(CC(C5)C3)C4)cc(=O)oc2c1
3%	-6	5%	-7	CCOC(=O)CNC(=O)c1cnn2cccnc12
3%	-1	0%	?	Cc1cc(OCC(=O)NCc2nc(-c3ccccc3)no2)c(C)cc1Br
-6%	4	3%	-7	CC(=O)NCC(=O)N(c1ccccc1)C1(C(=O)NC2CCCCC2)CCCCC1
-4%	9	-1%	-21	O=C(O)C1CSC2(c3ccc4c(c3)OCCO4)CCC(=O)N12 (stereo not drawn)
?	?	.	?	O=[N+]([O-])c1ccc(NNC(=S)Nc2ccc(F)cc2)cc1
-1%	0	2%	-23	COc1ccc(C2(C(=O)Nc3ccc(C(=O)N4CCOCC4)cc3)CCOCC2)cc1
-1%	7	1%	?	CC1(C)CC(=O)C=C(Nc2ccc(S(N)(=O)=O)cc2)C1
-6%	2	5%	51	CNc1csc(C)c(C)c1=O
-5%	.	.	?	CC(=O)N1CCC(N(CCN2CCOCC2)C(=S)Nc2cccc(C)c2C)CC1
1%	.	.	-9	CCCCCC(=O)N/N=C/c1ccco1
-6%	13	2%	22	Cc1nc2cc(-c3ccc(Cl)cc3)nn2c(C)c1CCC(=O)NCc1ccco1
5%	-8	19%	?	O=C(N/N=C/c1cccc([N+](=O)[O-])c1)c1ccc2nc[nH]c2c1
-2%	5	-4%	?	O=S(=O)(Nc1ccc(N2CCCCC2)cc1)c1cccc2cccnc12
-1%	5	1%	31	C/C(=N\NC(=O)c1c(Br)c(C)nn1C)c1cccc(NC(=O)C2CCC2)c1
2%	-6	-1%	30	CCCOc1ccc(N2C(=O)CC(SC(=NC)Nc3ccc(F)cc3)C2=O)cc1 (stereo not drawn)
-4%	-4	-3%	27	CSCCC(NC(=O)C1CCC(C)CC1)C(=O)NCCN1CCOCC1 (stereo not drawn)
-5%	1	-6%	-18	CCCNC(=O)c1csc2c1CCCCC2
-16%	-10	-19%	.	Cc1ccc2oc(-c3ccccc3)c(O)c(=O)c2c1
5%	2[1.84 µM]	-10%[11.4 µM]	?	N=c1nc(SCCC(=O)O)ss1
5%	.	.	62	CN1CCc2ccccc2CC1=O
-6%	9	-4%	35	CCS(=O)(=O)c1ccc2oc(SCC(=O)NCCC3=CCCCC3)nc2c1
-3%	.	.	-4	Cc1nc2ccccc2n1C(=O)c1ccc(Cl)cc1[N+](=O)[O-]
-10%	6	-6%	?	Cc1cccc(N2CC(C)Cn3c2nc2c3c(=O)n(CC(=O)OCc3ccccc3)c(=O)n2C)c1 (stereo not drawn)
2%	.	.	-96*	O=C(N/N=C/c1ccc2c(c1)OCO2)c1cc(-c2ccc(F)cc2)nc2ccccc12
1%	-6	-11%	56	Cc1ccc(Cn2ccc(NC(=O)c3cc4nc(-c5ccco5)cc(C(F)(F)F)n4n3)n2)cc1
-13%	8	-17%	?	COc1cc(OC)c(OC)cc1CN1CCCC(C(=O)N2CCCCC2)C1 (stereo not drawn)
-8%	-3	-3%	-8	O=C(O)CCc1ccc(-c2ccc(F)cc2)n1CC1CCCO1 (stereo not drawn)
3%	12	-10%	5	CC1CCN(CCCCOc2ccccc2[N+](=O)[O-])CC1
-2%[11.4 µM]	.	-6%[11.4 µM]	.	C[N+](C)(C)c1ncnc2c1ncn2[C@@H]1CCCCO1
-7%	-1	-9%	36	COc1ccccc1NC(=O)CC(=O)CSc1nnc(-c2ccc(C)cc2)n1C
-2%	1	0%	?	CC(C)Cn1c(CN(C)Cc2ccccc2)nc2c1c(=O)n(C)c(=O)n2C
-1%	3	-2%	-15	CC1=C(C(=O)Nc2ccccc2)C(c2ccccc2)N2C(=O)CSC2=N1 (stereo not drawn)
1%	.	.	-28	CCOC(=O)c1sc(NC(=O)c2ccccc2F)c(C(N)=O)c1C
0%	-3	3%	-12	CCOC(=O)N1CCC2(CC1)C(C(=O)C13CC4CC(CC(C4)C1)C3)C2(C#N)C#N (stereo not drawn)
-3%	.	.	-3	Cc1ccccc1NC(=S)N(CCN(C)C)C(C)c1ccco1 (stereo not drawn)
8%	?	.	-28	CC(=O)C1=C(O)C(=O)N(C2CCCCC2)C1c1ccccc1 (stereo not drawn)
3%	0	.	-119*	CN(C)CCN1C(=O)C(O)=C(C(=O)c2cc3ccccc3o2)C1c1ccc(N(C)C)cc1 (stereo not drawn)
8%	-6	-6%	64	CC1CCCCC1NC(=O)C1CCN(S(=O)(=O)N2CCC3(CC2)OCCO3)CC1 (stereo not drawn)
3%	.	.	16	CCOC(=O)c1c(-c2ccccc2)csc1NC(=O)COc1ccc2c(C)cc(=O)oc2c1

Structures from the list above with a nitro group on carbon:
ALOX12 inhib	IMPase cell inh	15-hLO-2 inh	PNC assembly inh	Structure
?	?	.	?	O=[N+]([O-])c1ccc(NNC(=S)Nc2ccc(F)cc2)cc1
5%	-8	19%	?	O=C(N/N=C/c1cccc([N+](=O)[O-])c1)c1ccc2nc[nH]c2c1
-3%	.	.	-4	Cc1nc2ccccc2n1C(=O)c1ccc(Cl)cc1[N+](=O)[O-]
3%	12	-10%	5	CC1CCN(CCCCOc2ccccc2[N+](=O)[O-])CC1

(listing goes on)
ALOX12 inhib	IMPase cell inh	15-hLO-2 inh	PNC assembly inh	Structure
-5%	-3	-2%	9	CCN(CC)c1ccc(C(=O)OCc2cc(=O)oc3cc(O)ccc23)cc1
0%	-4	.	7	CCc1nnc(NC(=O)CSc2nnc(Cc3cccn3C)n2CCOC)s1
-4%	.	.	43	Cc1ccc(S(=O)(=O)N2CC=C(C(=O)NCc3ccc(F)cc3)CC2)cc1
-1%	.	.	65	O=C(CCN1C(=O)/C(=C/C=C/c2ccccc2)SC1=S)Nc1nc2ccccc2s1
9%	-9	-8%	-28	Cc1cc(NS(=O)(=O)c2ccc(NC(=O)NC(C)(C(F)(F)F)C(F)(F)F)cc2)no1
-14%	?	?	-16	Oc1ccc(-c2cn3c(n2)SCC3)cc1O
-5%	17	.	5	C(=N\n1c2ccccc2c2ccccc21)/c1ccccc1
6%	0	3%	50	C/C(Cl)=C\Cn1c(NCCCn2ccnc2)nc2c1c(=O)n(C)c(=O)n2C
0%	4	-2%	29	CC(C)CNc1nc2c(c(=O)n(C)c(=O)n2C)n1Cc1cccc(Br)c1
-2%	-6	-5%	23	CCOc1ccc(C=O)cc1CN1CCCCC1
-6%	4	4%	-20	CN(CC(=O)NCCc1ccccc1)S(=O)(=O)c1cccs1
0%	.	.	?	CCOC(=S)SCC(=O)N1CCc2cc(OC)c(OC)cc2C1C1C(=O)CC(C)(C)CC1=O (stereo not drawn)
3%	.	.	4	O=C(Cc1ccccc1)Nn1c(O)c(/C=C2\C=Nc3ccccc32)sc1=S
-5%	-6	-3%	-22	O=C(c1ccc(Br)o1)N1CCN(c2ccc3nnc(-c4ccc(F)cc4)n3n2)CC1
3%	11	19%	-20	CCC(C)(C)n1nnnc1C(C(C)C)N(CCN1CCOCC1)Cc1cc2cccc(C)c2[nH]c1=O (stereo not drawn)
-2%	17	-1%	-18	COc1cc(C(=O)Nc2sc3c(c2C(=O)NCc2ccco2)CCCC3)cc(OC)c1OC
3%	-2	-2%	-14	CSCCC(NS(=O)(=O)c1ccc2ccccc2c1)C(=O)O (stereo not drawn)
-6%	7	3%	0	CC1=C(C(=O)Nc2ccc(Br)cc2)C(c2ccco2)NC(=O)N1 (stereo not drawn)
7%	6	23%	34	Cc1cc(C)c(OCCOCCN2CCNCC2)c(C)c1
-2%	1	8%	-14	COc1nc(NCCN2CCOCC2)nc(Nc2ccc([N+](=O)[O-])cc2)n1
-3%	.	.	5	O=C1OC(=O)C2C1[C@@H]1CC[C@H]2O1 (stereo partly drawn)
-5%	6	-1%	21	CSC1=N/C(=C\c2ccccc2F)C(=O)S1
-2%	1	2%	-22	Cc1nc(SCC(=O)N2CCc3ccccc32)n[nH]1
10%	3	-2%	57	O=C(NCc1ccc(F)cc1)C1CCN(S(=O)(=O)N2CCC3(CC2)OCCO3)CC1
-2%	-4	1%	?	CCN1CCN(CCNC(=O)c2ccc(CS(=O)(=O)c3ccccc3C)o2)CC1
?	15	.	-119*	O=C(NC(Nc1nc2ccc([N+](=O)[O-])cc2s1)(C(F)(F)F)C(F)(F)F)c1ccccc1Cl
2%	.	.	-20	Cc1cc(C)nc(N/N=C/c2ccccc2OCc2ccccc2)n1

Screens (PubChem BioAssay)
